Bioassay records (PubChem)
FAK blocker: inhibitors of human focal adhesion kinase | biochemical FAK kinase activity assay | inhibition, %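 (tested at 7 µM)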 | actives 0.84% (n = 97,000) | Q05397 | AID 727; in the data active = inhibition above about 19%;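 note: 0% = DMSO and 100% = reference compound high control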
TNFa cytotox: HUVEC cytotoxicity counter-screen, TNF alpha stimulated | actives 0.17% (n = 93,000) | HUVEC TNFalpha-stimulated, Hoechst cell count, imaging | cell count reduction, % at 2 µM;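 active = cell count reduction exceeding the screen mean by over 5 SD, scaled to untreated wells per plate, cut at about 78% in these data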;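 note: cells counted after 24 h of TNF alpha exposure following the 1 h pretreatment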
F-actin modifier: modifiers of cytoskeleton assembly. inhibition, % at 2 µM. HUVEC TNFa F-actin phalloidin imaging, high content. AID 836. actives 0.18% (n = 91,000);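 active = inhibition above the batch mean plus 3 SD and confirmed as a hit by visual image inspection, cut at about 30% in these data, passing the limit was not always enough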; note: strong numbers were not always called active
LYP act: increases human PTPN22 phosphatase activity | Q9Y2R2 | recombinant LYP, DiFMUP fluorescence; 0 = plate median, 100 = signal doubled | actives 0.11% (n = 96,000) | activation, % at 2 µM;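 active = activation at 2 µM above a set limit, the mean plus 5 SD, cut at about 37% in these data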
Target sequence (Q9Y2R2 whole entry, looked up): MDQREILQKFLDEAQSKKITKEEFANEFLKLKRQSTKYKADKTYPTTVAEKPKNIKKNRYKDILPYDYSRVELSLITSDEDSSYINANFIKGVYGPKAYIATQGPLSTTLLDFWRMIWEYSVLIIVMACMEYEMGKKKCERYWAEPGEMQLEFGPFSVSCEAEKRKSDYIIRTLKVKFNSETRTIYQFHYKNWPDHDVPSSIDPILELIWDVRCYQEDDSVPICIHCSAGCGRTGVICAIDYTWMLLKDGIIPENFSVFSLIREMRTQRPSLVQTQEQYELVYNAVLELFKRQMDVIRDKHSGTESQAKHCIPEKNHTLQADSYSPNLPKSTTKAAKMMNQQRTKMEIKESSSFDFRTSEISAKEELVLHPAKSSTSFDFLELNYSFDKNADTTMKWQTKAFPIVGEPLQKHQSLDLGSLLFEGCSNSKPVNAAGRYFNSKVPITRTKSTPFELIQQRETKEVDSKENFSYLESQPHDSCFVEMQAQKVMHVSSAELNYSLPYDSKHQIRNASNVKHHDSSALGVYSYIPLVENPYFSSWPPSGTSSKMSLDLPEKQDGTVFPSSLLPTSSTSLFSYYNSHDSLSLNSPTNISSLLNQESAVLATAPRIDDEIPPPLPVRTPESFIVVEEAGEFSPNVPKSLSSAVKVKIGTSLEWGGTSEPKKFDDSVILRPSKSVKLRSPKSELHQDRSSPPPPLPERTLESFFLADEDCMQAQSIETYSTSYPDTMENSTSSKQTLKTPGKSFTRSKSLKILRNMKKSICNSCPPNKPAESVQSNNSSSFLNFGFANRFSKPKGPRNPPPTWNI
ERa coact inh: ER-alpha (human) coactivator binding inhibition; AID 629; TR-FRET ER-alpha LBD / SRC-1 peptide, estradiol-bound; inhibition, % at 25.6 µM; actives 1.7% (n = 86,000); in the data active = inhibition above about 50%;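 note: 0% = receptor plus peptide control and 100% = peptide only without receptor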
PTPN22 inh 2: LYP (human) phosphatase inhibition | Q9Y2R2 | recombinant LYP catalytic domain, DiFMUP fluorescence | inhibition, % at 2 µM | actives 0.21% (n = 96,000) | AID 640;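 active = inhibition at 2 µM at or above a set limit, the screen mean plus 3 SD, cut at about 24% in these data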;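 note: 0% = DMSO with enzyme and 100% = enzyme fully blocked by orthovanadate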
VCAM1 TNFa inh: reduces TNF alpha induced VCAM1 expression in HUVEC | HUVEC TNFa-induced VCAM-1 immunofluorescence, high-content imaging | inhibition, % at 2 µM | actives 0.48% (n = 95,000);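 active = inhibition above the batch mean plus 3 SD, with images confirmed as a hit by eye, cut at about 37% in these data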;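 note: 0% = TNF-stimulated DMSO wells and 100% = unstimulated control wells; not every result past the cut was called active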
HUVEC tox IL1B: toxic to HUVEC cells under IL-1B stimulation; HUVEC cell count loss, Hoechst imaging, IL-1B stimulated; cell count reduction, % at 2 µM; actives 0.41% (n = 94,000);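 active = cell count reduction more than 3 SD above the screen-wide mean, cut at about 70% in these data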;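 note: normalized per plate to untreated control cells as the no-loss baseline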
PTK2B oligo ant: blocks oligomerization of human Pyk2 in cells; Q14289; Q293 cells, Pyk2 FERM NanoBiT luminescence; active compounds read low; z-score (the deposit names both 25 µM and 10 µM); actives 0.83% (n = 99,000);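 active = Z-score of -3 or lower, scaled per plate to the spread of control and sample wells; inactive = z-score above -3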;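 note: negative z-score means lost luminescence so less FERM oligomerization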
Numbers without * were called inactive; · = no result given; [ ] = dose if it differs, or a comment. No enrichment for hits; any-hit rate near 3.8%.

SMILES	FAK blocker	TNFa cytotox	F-actin modifier	LYP act	ERa coact inh	PTPN22 inh 2	VCAM1 TNFa inh	HUVEC tox IL1B	PTK2B oligo ant
CCOC(=O)C(NC(C)=O)C(OC(C)=O)c1cccc(N(CCO)CCO)c1 (configuration not stated)	-3	-46	23	-2	-6	3	4	-43	0.97
O=C(COC(=O)C12CC3CC(CC(C3)C1)C2)NCc1ccco1	1	-21	5	-8	21	7	-4	-21	0.86
CCOC(=O)C(=O)Nc1ccc(S(=O)(=O)N2CCOCC2)cc1OC	0	-16	-7	0	·	-2	14	11	1.4
CCOc1ccc(-c2[nH]ncc2Oc2ccccc2OCC)c(O)c1	1	-11	18	-2	-5	1	-13	17	-1.7
Cc1ccsc1C1NC(=O)c2c(sc3c2CCN(C)C3)N1 (configuration not stated)	-1	-5	-5	-5	-25[fluorescence artefact?]	2	6	-8	·
CC(C)n1c(N2CCN(CC(=O)Nc3ccc4c(c3)OCCO4)CC2)nc2ccccc21	0	1	-6	1	-6	-2	16	25	-1.2
CCn1c(O)c(C=NCCN2CCOCC2)sc1=S	-6	-25	·	-1	-2	-2	-9	-39	1
CC1=CS/C(=C(/C#N)C(=O)N2CCCCC2)N1c1ccccc1	10	-20	18	5	-2	-6	1	-56	-1.6
CCOC(=O)c1cnn(CCOC(=O)C2CC2)c1NC(=O)C1CC1	1	-2	-38	1	·	-3	11	-19	0.08
NC(=O)CSc1nnc(COc2ccccc2)n1C1CCCCC1	0	-32	6	-11	-5	9	7	-25	0.49
O=C(c1ccccc1)c1ccc2nc(N3CCN(C(=O)c4ccco4)CC3)c3nncn3c2c1	·	-11	-1	-5	36[fluorescence artefact?]	4	8	-6	·
CCCS(=O)(=O)N1CCN(Cc2ccccc2C(F)(F)F)CC1	4	-3	2	6	-6	-9	-15	-1	-0.43
CCCC1CCc2c(sc(NC(=O)OCC)c2C#N)C1 (configuration not stated)	1	-9	24	-4	0	4	-2	3	-0.14
CC(NC(=O)c1cccc(C(F)(F)F)c1)C1CCCO1 (configuration not stated)	-1	-46	6	13	-11	-13	-3	-18	1.1
Cc1onc(-c2c(Cl)cccc2Cl)c1C(=O)n1nnc2ccccc21	0	-12	-1	8	5	-7	19	8	·
Cc1c(N=C2SCC(=O)N2c2c(C)n(C)n(-c3ccccc3)c2=O)c(=O)n(-c2ccccc2)n1C	1	-10	-24	-1	0	2	23	8	-0.02
Cc1cc(C)nc(SCCS(=O)(=O)Cc2ccccc2)n1	0	·	1	2	-7	-4	-40	9	0.43
O=C(NCCc1ccccc1)c1ncn[nH]1	-2	10	-16	4	2	-4	20	-7	-0.19
COc1cc2ccccc2cc1C(=O)O	-2	1	·	-1	2	3	-21	-5	1.1
CCCc1cc(=O)oc2c(CN3CCOCC3)c(O)ccc12	-5	-27	21	2	-4	-5	8	4	-0.22
CCN(CC)CCCN(C(=O)c1cccs1)c1nc(-c2ccc(OC)cc2)cs1	-1	-1	-11	-11	-19	11	-12	0	1.1
COc1cccc(NC(=O)CCN2CCN(c3ccccc3F)CC2)c1	-2	-26	10	-5	-4	6	2	-16	0.4
O=C(CCCCCn1c(=S)[nH]c2ccccc2c1=O)NCc1ccc2c(c1)OCO2	2	-6	-22	3	·	-5	13	-5	0.23
CSc1ccccc1NC(=O)Nc1cccc(Cl)c1	1	2	-9	2	17	-3	-13	0	-2
CCOC(=O)CSc1nnc(-c2cccc(Cl)c2)n1CC	-3	10	-13	5	4	-8	-2	-17	0.72
Cc1cc(NS(=O)(=O)c2ccc(NC(=O)CCN3C(=O)c4ccccc4C3=O)cc2)no1	-1	-19	30	-2	10	4	22	5	1.9
CCN(CC)C(=O)CSc1nc(-c2cccs2)cc(-c2cccs2)c1C#N	-1	-18	-11	-15	-14	16	-50	6	-1.5
N#CC1=C(C2CC2)CC(c2ccccc2)C(C#N)=C1N (configuration not stated)	3	-26	-3	-3	4	4	-12	16	-0.79
COc1ccc(CCNC(=O)c2c(-c3ccccc3Cl)noc2C)cc1	0	2	-9	4	8[fluorescence artefact?]	-4	-12	5	0.07
OC1CN=C2CCCc3c2n(c2ccc(Cl)cc32)C1 (configuration not stated)	-2	8	3	-1	-4[fluorescence artefact?]	0	8	4	3.2
COCCN(CC(=O)NCc1ccc(F)cc1)C(=O)CCC(=O)Nc1ccccn1	0	-13	42	-11	-13	9	-22	7	0.9
CCOC(=O)CSc1nnc(-c2cccnc2)o1	0	·	-2	6	1	-7	4	-19	0.61
Cc1ccc(-n2ncc3c(=O)[nH]c(SCC(=O)N4CCOCC4)nc32)cc1	7	-4	-25	-7	-4	5	9	-2	0.09
CCOc1ccccc1Oc1c(C)oc2cc(OC(=O)N3CCOCC3)ccc2c1=O	1	-4	22	-5	-7	3	5	-26	·
O=C(CSc1nnc(-c2cccnc2)n1Cc1ccccc1)NCc1ccccc1	-2	-7	-21	10	-8	-9	4	39	1.4
Cc1cc(C)nc(NC(=O)CCC2CCCC2)c1	1	-1	0	1	-7	-4	14	-28	-0.69
FC(F)(F)c1cccc(N2CCc3cn[nH]c32)c1	1	-26	4	10	-24	-10	-16	7	1.5
COCc1n[nH]c(=S)n1-c1cccc2ccccc12	1	-32	-9	8	-10	-11	28	-33	1.6
C=CCn1c(=O)/c(=C/c2ccc(Cl)cc2)s/c1=C(/C#N)c1nnc2n1CCCCC2	1	-4	-44	0	-2[fluorescence artefact?]	-2	7	-19	-2
COCCNc1cc(C)nc2c(-c3ccccc3OC)c(C)nn12	4	30	-6	0	·	-2	10	14	·
Cc1ccc2oc(=O)c3cnn(CC(=O)N4CCc5ccccc5C4)c3c2c1	·	-11	-10	-6	-1	4	14	-11	·
COc1ccc(NC(=O)C=C(C)C)cc1Cl	3	3	-6	-6	-11	6	1	-24	1.5
CC(=O)Nc1ccc(CN2CCCCCCC2)cc1	-3	-9	·	3	·	-4	-1	8	-0.67
CC(C)CN1C(=O)C(=O)N(CC(=O)NCc2ccc3c(c2)OCO3)C1=O	-2	10	-17	0	1	1	-16	3	1.5
COC(=O)c1ccccc1NC(=O)CSc1nnnn1C	-1	-26	11	0	0[fluorescence artefact?]	-1	-4	-3	0.19
Cc1cccc(C(=O)N2c3ccccc3C(=O)OC2c2ccc3c(c2)OCO3)c1 (configuration not stated)	1	-8	-8	0	·	2	5	-4	-0.65
Cc1ccccc1NC(=O)CN(C)S(=O)(=O)c1cccc2cccnc12	4	15	-13	4	-6	-5	10	23	·
COc1ccc(N(C(C)C(=O)NC2CCCCCC2)S(C)(=O)=O)cc1 (configuration not stated)	7	17	18	7	-9	-3	-6	8	1.1

Reprinted at random: 2 compounds from above, in no set order.
SMILES	FAK blocker	TNFa cytotox	F-actin modifier	LYP act	ERa coact inh	PTPN22 inh 2	VCAM1 TNFa inh	HUVEC tox IL1B	PTK2B oligo ant
CCOc1ccc(-c2[nH]ncc2Oc2ccccc2OCC)c(O)c1	1	-11	18	-2	-5	1	-13	17	-1.7
CCOc1ccccc1Oc1c(C)oc2cc(OC(=O)N3CCOCC3)ccc2c1=O	1	-4	22	-5	-7	3	5	-26	·

New compounds follow:
SMILES	FAK blocker	TNFa cytotox	F-actin modifier	LYP act	ERa coact inh	PTPN22 inh 2	VCAM1 TNFa inh	HUVEC tox IL1B	PTK2B oligo ant
CCC(=O)N1CCN(c2ccc(NC(=O)c3ccc4c(c3)OCO4)cc2)CC1	1	-16	5	2	-2	-4	4	7	1.1
CCCCN(NC(C)=O)c1nc(Cl)nc(NC(C)C)n1	-2	12	-14	-4	-2	6	11	-2	1.6
CCCCCOC(=O)NCC(O)c1ccccc1 (configuration not stated)	0	-8	-5	-9	7	7	15	-4	0.27
CC(C)OCCCNC(=O)c1ccccc1Oc1ccccc1	-2	-24	4	6	2	-3	-4	-17	0.7
Cc1ccc2nc(-c3ccccc3)c(NC(=O)c3ccco3)n2c1	2	-7	-2	1	-8	-2	-34	-13	0.2
O=C(CCCc1c[nH]c2ccccc12)NCc1ccc2c(c1)OCO2	0	1	-6	19	9	-20	4	21	1.1
O=c1[nH]c(CN2CCc3ccccc32)nc2scc(-c3cccs3)c12	4	-30	16	-6	-22	4	13	-18	-1.5
O=C(NCC1CCCO1)c1ccc(NC(=O)C2C3C=CC(C3)C2C(=O)O)cc1 (configuration not stated)	4	-1	-20	-3	-3	1	-12	·	0.46
Cc1cc(C)cc(OCCCCCNCCO)c1	1	-2	12	-12	-10	8	96*	-6	0.18
COc1cccc(C2CC(C(F)(F)F)n3ncc(C(=O)NCC4CCCO4)c3N2)c1 (configuration not stated)	-1	-24	12	-7	3	5	-44	-15	0.24
O=C(Nc1cccc(Cl)c1)O/N=C\c1ccncc1	-2	-32	13	-6	·	4	5	-10	1.5
CC1(NC(=O)COc2ccccc2-c2ccccc2)CCS(=O)(=O)C1 (configuration not stated)	0	-35	-4	-4	·	2	-10	12	-0.02
CCc1c(C)nc2cc(-c3ccc(OC)c(OC)c3)nn2c1N1CCC(C)CC1	-12	-12	-14	-1	-4	2	-7	-15	-0.38
COc1cc2c(cc1NC(=O)c1cc(-c3cccnc3)nc3ccc(C)cc13)oc1ccccc12	6	5	0	-10	·	14	1	10	-0.08
CCOc1ccc(OCC)c(NS(=O)(=O)c2ccc3c(c2)n(C)c(=O)c(=O)n3C)c1	-9	-3	-30	-9	-11	11	-2	7	0.3
O=C(COC(=O)CCC(=O)c1ccc(Cl)cc1)NCC1CCCO1 (configuration not stated)	-10	-24	13	8	9	-5	4	-8	0.58
O=C(CSc1nnc(-c2ccncc2)n1-c1ccc(F)cc1)NC(=O)NCc1ccco1	13	-10	0	-14	68*[fluorescence artefact?]	9	-9	-22	0.4
CCCCCNC(=O)c1ccc2c(=O)n(CC3CCCO3)c(=O)[nH]c2c1 (configuration not stated)	4	-33	16	-6	-2	4	4	-9	0.28
Cc1nc2ccc(S(=O)(=O)NC(C(=O)Nc3nc4ccc(Cl)cc4s3)C(C)C)cc2s1 (configuration not stated)	5	-6	3	-6	16[fluorescence artefact?]	5	15	-2	·
O=C1c2ccccc2-c2onc3c(Oc4ccccc4)cc(O)c1c23	5	-11	3	-4	74*[fluorescence artefact?]	5	-9	-17	·
CCOc1ccc(/C(O)=C2\C(=O)C(=O)N(CCN(C)C)C2c2cccc(OC)c2OC)cc1Cl (configuration not stated)	1	2	-4	-7	-3	9	17	-18	0.33
COc1ccc(OC)c(S(=O)(=O)Nc2ccc3oc4c(c3c2)C(=O)CCC4)c1	1	3	5	-1	0	0	6	4	-0.75
Cc1c(-c2nnnn2-c2ccc(F)cc2)cnc2cc3c(cc12)OCO3	2	8	17	5	·	-2	-6	12	2.5
Sc1oc(-c2ccccc2)cc1C=Nc1ccccc1	-1	-11	0	-7	-5	7	22	-10	0.56
CC(=O)N=c1sc2ccccc2n1C	3	-20	-10	-5	-6	5	12	10	0.58
CC(=O)Nn1cc2c(=O)n(C)c(=O)n(C)c2c1	2	-6	-3	-3	-4	1	8	-32	1.1
CCOC(=O)c1c(C)oc(/N=C/c2ccccc2O)c1C#N	1	-6	5	-6	2	4	2	-9	1.8
Cc1cc(C)c(C#N)c(N2CCN(Cc3ccc4c(c3)OCO4)CC2)n1	3	·	0	-11	7	10	·	42	-1.3
O=S(=O)(c1ccccc1)N1CCN(c2nnnn2-c2ccccc2)CC1	-1	-39	17	-2	-12	-2	-2	-12	-0.18
CC(=O)OCC(OC(C)=O)C(OC(C)=O)C(OC(C)=O)C(=O)Nc1ccccc1C (configuration not stated)	-3	-3	-29	16	0	-18	12	-26	1.2

With a hit mark in VCAM1 TNFa inh, of those listed so far:
mol	FAK blocker	F-actin modifier	LYP act	ERa coact inh	PTPN22 inh 2	VCAM1 TNFa inh	PTK2B oligo ant
Cc1cc(C)cc(OCCCCCNCCO)c1	1	12	-12	-10	8	96*	0.18
